POLK inh = inhibitors of human DNA polymerase kappa | purified Pol kappa, fluorescent DNA synthesis assay, 10 min | Potency, µM (doses to about 107 µM), inactives show top-dose activity, negative = inhibition, hits mostly inhibitors | hit rate 0.53% among 400,000 | AID 588579; note: % is set by controls: 0 for no effect and ±100 for the full control effect
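First, compounds were pin-transferred onto 10 nM Pol kappa. After 15 min at room temperature, substrate was added to 50 nM final. Fluorescence was then measured kinetically at 0 and 10 min.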
APE1 inh = blocks human APE1 abasic DNA cleavage; recombinant APE1, TAMRA/BHQ-2 abasic DNA cleavage fluorescence; Potency, µM (titrated, usually from 65.8 µM), without a hit: at the top dose activity change, negative = inhibition, actives largely listed as inhibitors; hit rate 0.35% among 350,000; AID 2517;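 note: plate controls were vehicle for no effect and reference inhibitor for full effect; nearly all actives have a fitted effect of over 55% in size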
Target sequence (P27695 whole entry, looked up): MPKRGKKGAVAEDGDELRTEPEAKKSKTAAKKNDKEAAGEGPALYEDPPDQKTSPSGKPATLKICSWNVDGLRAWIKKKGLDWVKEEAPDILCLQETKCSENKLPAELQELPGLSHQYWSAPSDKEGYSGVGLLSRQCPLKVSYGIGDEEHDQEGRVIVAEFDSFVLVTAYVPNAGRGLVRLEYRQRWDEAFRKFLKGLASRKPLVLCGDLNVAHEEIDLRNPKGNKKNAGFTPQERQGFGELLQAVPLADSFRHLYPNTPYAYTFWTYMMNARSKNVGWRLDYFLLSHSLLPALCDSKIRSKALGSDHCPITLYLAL
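APE1 at 0.75 nM preincubated 15 min at room temperature with compound. Reaction then started with 50 nM double-stranded THF-abasic substrate labelled with TAMRA/BHQ-2, and 525/598 nm fluorescence read kinetically. Activity taken as third-minus-first read difference, normalized to DMSO and NSC13755 controls.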
BAZ2B inh = inhibitors of human BAZ2B bromodomain. hit rate 4.4% among 360,000. Potency, µM (series often up to 114 µM), inactives show at the top dose activity change, negative = inhibition, usual class: inhibitors. AlphaScreen BAZ2B-H3K14Ac peptide displacement. Q9UIF8; note: % is set by controls: 0 for no effect and ±100 for the full control effect; nearly all actives have a fitted effect of over 60% in size
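Complex of BAZ2B and biotin-H3K14Ac (50 nM apiece) forms over 30 min at RT, then faces library compounds up to 110 uM for another 30 min; AlphaScreen beads added, 20 min dark incubation, luminescence read.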
BLM helicase inh = blocks DNA unwinding by human BLM helicase | Potency, µM (highest dose often 56.1 µM), for inactives: at the top dose activity change, negative = inhibition, actives largely listed as inhibitors | P54132 | hit rate 0.2% among 350,000 | AID 2528 | recombinant BLM DNA unwinding, fluorescence dequenching;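 note: plate controls were vehicle for no effect and no enzyme for full effect; nearly all actives have a fitted effect of over 35% in size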
POLH inh = inhibitors of human DNA polymerase eta; recombinant Pol eta, fluorescent DNA replication assay; AID 588591; Potency, µM (highest dose often 114 µM), without a hit: at the highest dose activity change, negative = inhibition, actives largely listed as inhibitors; hit rate 1.2% among 390,000; note: % is set by controls: 0 for no effect and ±100 for the full control effect
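Pol eta (10 nM) was preincubated with compounds for 15 min at room temperature, after which fluorescent replication substrate (50 nM final) was added to start the reaction. Fluorescence was read kinetically at 0 and 10 min.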
G9a block = blocks human histone lysine methyltransferase G9a. Q96KQ7. G9a H3K9 monomethylation, AlphaScreen, 2 h. Potency, µM (doses to about 102 µM), for the others: at the top dose activity, negative = inhibition, hits mostly inhibitors. hit rate 8.8% among 350,000; note: % is set by controls: 0 for no effect and ±100 for the full control effect; nearly all actives have a fitted effect of over 75% in size
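Signal arises when biotinylated H3K9 peptide, once monomethylated, bridges streptavidin donor and antibody-captured acceptor beads. Enzyme at 20 nM was preincubated 15 min with test compounds; peptide 500 nM and SAM 20 uM then reacted for 2 h.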
POLI inh = DNA polymerase iota (human) inhibition | Potency, µM (doses to about 115 µM), for inactives: top-dose activity, negative = inhibition, actives largely listed as inhibitors | Pol iota fluorescent replication assay, 10 min | hit rate 1% among 390,000 | Q9UNA4
Target sequence (Q9UNA4 whole entry, looked up): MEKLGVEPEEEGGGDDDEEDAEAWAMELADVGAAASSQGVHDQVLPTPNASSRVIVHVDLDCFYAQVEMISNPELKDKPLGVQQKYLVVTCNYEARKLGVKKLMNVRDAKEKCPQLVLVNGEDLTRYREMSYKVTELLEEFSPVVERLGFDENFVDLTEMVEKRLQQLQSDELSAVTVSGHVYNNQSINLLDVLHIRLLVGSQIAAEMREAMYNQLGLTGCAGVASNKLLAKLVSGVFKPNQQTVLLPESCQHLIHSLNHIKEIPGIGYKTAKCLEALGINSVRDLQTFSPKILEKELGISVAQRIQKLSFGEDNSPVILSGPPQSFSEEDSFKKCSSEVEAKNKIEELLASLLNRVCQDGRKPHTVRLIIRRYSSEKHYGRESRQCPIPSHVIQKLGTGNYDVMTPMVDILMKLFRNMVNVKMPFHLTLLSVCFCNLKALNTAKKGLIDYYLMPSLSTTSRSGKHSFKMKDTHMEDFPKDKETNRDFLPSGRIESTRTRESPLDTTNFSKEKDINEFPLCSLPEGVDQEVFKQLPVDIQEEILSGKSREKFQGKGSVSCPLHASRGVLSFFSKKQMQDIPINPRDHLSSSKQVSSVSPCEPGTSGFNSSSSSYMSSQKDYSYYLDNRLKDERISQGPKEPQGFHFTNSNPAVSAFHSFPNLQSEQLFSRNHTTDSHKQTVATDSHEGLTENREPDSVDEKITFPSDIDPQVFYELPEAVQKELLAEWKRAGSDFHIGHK
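Pol iota at 10 nM preincubated 15 min with compounds at room temperature; reaction started with fluorescent substrate, 50 nM final. Fluorescence read kinetically at 0 and 10 min; buffer-only wells as negative control.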
JMJD2A Tudor = JMJD2A Tudor domain (human) inhibition. O75164. AlphaScreen JMJD2A-Tudor / H3K4me3 peptide binding. Potency, µM (top dose mostly 114 µM), without a hit: at the highest dose activity change, negative = inhibition, hits mostly inhibitors. hit rate 4.4% among 390,000; note: % is set by controls: 0 for no effect and ±100 for the full control effect; nearly all actives have a fitted effect of over 50% in size
Pol beta inh = blocks human DNA polymerase beta activity | hit rate 1.3% among 340,000 | AID 485314 | Potency, µM (highest dose often 114 µM), inactives show at the highest dose activity change, negative = inhibition, most hits filed as inhibitors | P06746 | Pol beta primer extension/strand displacement, fluorescence kinetic; note: % is set by controls: 0 for no effect and ±100 for the full control effect
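Values derive from four-parameter Hill fits of normalized kinetic data: reads at 0 and 10 min following addition of 50 nM substrate to 10 nM Pol beta preincubated 15 min with compound.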
Starred values were filed as active, the others as inactive; ? = inconclusive; nt = not tested or not shown; [ ] = dose if it differs, or a comment. Calls come from the whole dose curve; as a rule, active = well fitted curve in the direction sought with a large enough effect; inconclusive = small, poorly fitted or top-dose-only effect, or another doubt; inactive = no such curve, though single readings can be large; an effect the other way counts as inactive or inconclusive. Potency is the fitted concentration of half-maximal effect. The list is partial; the hit share may differ from the screen's.

The opening 4 records, to show the layout:
nr | SMILES | G9a block | POLH inh | POLI inh | POLK inh | BAZ2B inh | Pol beta inh | BLM helicase inh | JMJD2A Tudor | APE1 inh
1 | COc1cc2cc(CCCOC(=O)c3ccc(Br)cc3)oc(=O)c2cc1OC | 0%[0.501 µM] | -5% | -18% | 5% | -4% | nt | nt | 1% | 23%
2 | O=[N+]([O-])c1cccc(-c2ccc(C(=S)N3CCOCC3)o2)c1 | nt | -23% | 44%[activator] | -4% | 28µM* | -2% | -5% | 45µM* | 4%
3 | O=C1NCCCC1C(=O)N1CCCCC1 (stereo unspecified) | 14% | -3% | 0% | 13% | 20% | 22% | 1% | -2% | 0%
4 | CC1=C(C(=O)OC2CCCC2)C(c2cccc(Cl)c2Cl)CC(=O)N1 (stereo unspecified) | -4%[59 µM] | -27% | -1% | 0% | -1% | -10% | -5% | -6% | nt

This part in full, repeating the preview:
nr | SMILES | G9a block | POLH inh | POLI inh | POLK inh | BAZ2B inh | Pol beta inh | BLM helicase inh | JMJD2A Tudor | APE1 inh
1 | COc1cc2cc(CCCOC(=O)c3ccc(Br)cc3)oc(=O)c2cc1OC | 0%[0.501 µM] | -5% | -18% | 5% | -4% | nt | nt | 1% | 23%
2 | O=[N+]([O-])c1cccc(-c2ccc(C(=S)N3CCOCC3)o2)c1 | nt | -23% | 44%[activator] | -4% | 28µM* | -2% | -5% | 45µM* | 4%
3 | O=C1NCCCC1C(=O)N1CCCCC1 (stereo unspecified) | 14% | -3% | 0% | 13% | 20% | 22% | 1% | -2% | 0%
4 | CC1=C(C(=O)OC2CCCC2)C(c2cccc(Cl)c2Cl)CC(=O)N1 (stereo unspecified) | -4%[59 µM] | -27% | -1% | 0% | -1% | -10% | -5% | -6% | nt
5 | O=C(Nc1ccc2oc(-c3ccc(O)c(Br)c3)nc2c1)c1cc2ccccc2o1 | 4%[59 µM] | -14% | 25% | -5% | ? | -1% | -14% | -10% | nt
6 | Cc1cc(C)c2c(n1)nn1c(-n3ccnc3)cc(C)nc21 | 0%[59 µM] | -5% | 2% | -1% | -5% | 2% | -4% | 3%[57.1 µM] | -4%
7 | CCOC(=O)N1CCN(S(=O)(=O)c2ccc(C(=O)N(CCN(C)C)c3nc4ccc(CC)cc4s3)cc2)CC1 | 50µM* | -7% | 6% | -10% | ? | 13% | -2% | ? | 0%
8 | CCOC(=O)N1CCC(N(C(=O)Nc2ccccc2)C(C)CC)CC1 (stereo unspecified) | 17%[0.501 µM] | 7% | -5% | -4% | 2% | 4% | -2% | -18% | 0%
9 | CC1=C(C(=O)Nc2ccccc2Cl)C(c2cccs2)n2ncnc2N1 (stereo unspecified) | 0%[59 µM] | 3% | -9% | -10%[60.1 µM] | -4% | 12% | 2% | -10% | nt
10 | CCOCCCNC(=O)C(c1ccc(C)cc1)N(Cc1cccs1)C(=O)c1ccccn1 (stereo unspecified) | -5% | 8% | 73%[activator] | -3% | -13% | -3% | -4% | -11% | -4%
11 | COc1cc(C(=O)Nc2ccc(NC(=O)c3cccc(Cl)c3)nc2)cc(OC)c1OC | -3% | -5% | 7% | -20% | -11% | 25% | -4% | -21% | -9%
12 | COc1cc(NC(=O)COC(=O)CCOc2ccc(C)cc2)cc(OC)c1 | -1% | -29% | 21% | -8% | 2% | -13% | -10% | -3% | 10%
13 | CC(NS(=O)(=O)c1ccc(Br)s1)c1ccccc1 (stereo unspecified) | -7% | -6% | ? | -7% | 6% | 2% | -7% | -4% | 31%[activator]
14 | CCOC(=O)c1c(NC(=O)C[n+]2ccc(N(C)C)cc2)sc(C)c1C | -10%[59 µM] | -14% | 8% | -8% | -24% | -8% | 37%[activator] | -8% | 8%
15 | O=C(COC(=O)Cc1c[nH]c2ccccc12)Nc1c(Cl)cccc1C(F)(F)F | 11%[12.7 µM] | -21% | 42%[activator] | -6% | -4% | nt | nt | -23% | 4%
16 | CS(=O)(=O)N(Cc1ccccc1Cl)c1ccc(C(=O)NCc2cccnc2)cc1 | ? | -12% | 3% | -10% | 2% | -5% | -1% | -15% | -8%
17 | COc1ccc(C(=O)C(OC(=O)c2ccc(C)c(NC(C)=O)c2)c2ccccc2)cc1 (stereo unspecified) | -24%[59 µM] | -16% | -4% | -2% | 1% | 7% | -7% | -24% | -7%
18 | COC(=O)/C(=C/c1ccco1)NC(=O)c1ccco1 | ? | -22% | 2% | -12% | -16% | -19% | -10% | 3% | 1%
19 | CCc1ccc(C2=CC(c3cccc(C)c3)n3c(nc4ccccc43)N2)cc1 (stereo unspecified) | -9%[59 µM] | -8% | -13% | -13%[60.1 µM] | -1% | 13% | -7% | 12% | nt
20 | O=C(NCC1CCCO1)c1ccc2c(c1)ncn2-c1cccc(F)c1 (stereo unspecified) | -4% | -13% | -4% | 3% | -35% | 22% | 1% | -11% | 25%

With a hit mark in JMJD2A Tudor (from the list above):
| No. | Molecule | G9a block | POLH inh | POLI inh | POLK inh | BAZ2B inh | BLM helicase inh | JMJD2A Tudor |
| --- | --- | --- | --- | --- | --- | --- | --- | --- |
| 2 | O=[N+]([O-])c1cccc(-c2ccc(C(=S)N3CCOCC3)o2)c1 | nt | -23% | 44%[activator] | -4% | 28µM* | -5% | 45µM* |

(next part)
nr | SMILES | G9a block | POLH inh | POLI inh | POLK inh | BAZ2B inh | Pol beta inh | BLM helicase inh | JMJD2A Tudor | APE1 inh
21 | O=C(CNC(=O)c1ccc(S(=O)(=O)N2CCCC2)cc1)N/N=C/c1ccccc1Cl | -1%[59 µM] | -5% | 18% | -22% | 9% | 29% | 0% | -15% | -3%
22 | CCn1cc(C(=O)N[C@H](C(=O)NCCCO)C(C)C)c(=O)c2cc3c(cc21)OCO3 | 3%[12.7 µM] | -9% | 15% | 12% | -2% | 3% | -7% | 8% | -4%
23 | Cc1ccc(NC(=O)CN2C(=O)/C(=C\c3cccs3)SC2=S)cc1 | -11%[59 µM] | -11% | 0% | -20% | 1% | 14% | 2% | -7% | 4%
24 | C/C(=N\NC(=O)CNc1cccc(C)c1)c1ccc(Br)s1 | -7%[59 µM] | -16% | 45%[activator] | -4% | ? | -9% | -5% | -16% | -3%
25 | Cc1ccc(CNS(=O)(=O)c2ccc3[nH]c4c(c3c2)CCCC4)cc1 | ? | -4% | -4% | -22% | 2% | -13% | -15% | ? | nt
26 | CCOc1ccc(C2C(C(=O)c3ccco3)=C(O)C(=O)N2CCCn2ccnc2)cc1OC (stereo unspecified) | nt | 5% | 79%[activator] | -23% | 50µM* | 1% | -8% | -26% | 6%
27 | COc1ccc(C2c3c(ccc4ccccc34)Oc3ncn4nc(CO/N=C/c5ccccc5)nc4c32)cc1 (stereo unspecified) | 3%[59 µM] | 1% | 14% | 4% | -2% | 12% | -5% | -15% | 0%
28 | CCc1cccc(CC)c1-n1c(-c2cccnc2)n[nH]c1=S | ? | -9% | 69%[activator] | -5% | -23% | -1% | -8% | ? | 0%
29 | COc1cccc(CNC(=O)CC2C(=O)NCCN2CCCc2ccccc2)c1 (stereo unspecified) | 50µM* | -6% | -2% | -6% | -24% | -29% | -2% | -15% | 7%
30 | NCCc1nnc(SCc2ccc(F)cc2)o1 | ? | -13% | -2% | 1% | -5% | 1% | 3% | -6% | 4%
31 | COc1ccc(CCNC(=O)c2c([S-])n(-c3ccc(C)cc3)c3cccc[n+]23)cc1 | ? | -21% | 11% | 2% | -16% | 4% | -4% | ? | 2%
32 | CC(=O)Nc1c2c(nn1-c1ccc(C)cc1)CS(=O)(=O)C2 | ? | -8% | 41%[activator] | 0% | -13% | 7% | -4% | -11% | 65%[activator]
33 | COc1cc(/C=C/C(=O)O)cc(S(=O)(=O)NCc2ccco2)c1OC | nt | -15% | 84%[activator] | -3% | -18% | 2% | 1% | -15% | -3%
34 | CC(=O)c1cccc(NCc2ccccc2-c2nnc(-c3ccccc3)o2)c1 | -5%[59 µM] | -7% | 5% | -15% | -13% | 3% | -3% | -6% | nt
35 | O=C(O)CC1(CC(=O)Nc2ccc3sccc3c2)CCCCC1 | nt | -10% | 143%[activator] | -1% | 3% | 15% | 1% | 4% | 4%
36 | O=C(NC(Cc1c[nH]c2ccccc12)C(=O)O)/C(=C/c1ccc(F)cc1)NC(=O)c1ccccc1 (stereo unspecified) | nt | -20% | 52%[activator] | -10% | -12% | -2% | -4% | -11% | 0%
37 | S=c1[nH]cc(Cc2ccccc2)s1 | 1.8µM* | -4% | 20% | -10% | -32% | -6% | 3% | 4µM* | -1%
38 | COc1ccc(C(O)CNc2ccc(C)cc2)cc1 (stereo unspecified) | 0%[59 µM] | -10% | -7% | -8% | ? | -5% | -3% | -26% | 1%
39 | Cc1ccc(CNC(=O)COc2ccc(S(=O)(=O)N3CCOCC3)cc2)cc1 | 1% | 1% | 14% | 4% | -5% | nt | nt | -12% | 14%
40 | Cc1ccc(OCc2cc(=O)n3ccsc3n2)c(NC(=O)c2ccco2)c1 | 23%[59 µM] | -6% | -10% | -8%[60.1 µM] | 3% | 36%[activator] | -5% | -17% | nt
41 | Cc1ccc2nc(-c3cccnc3SCC(=O)N3c4ccccc4CC3C)[nH]c2c1 (stereo unspecified) | 0%[59 µM] | -7% | 12% | -7% | 4% | -20% | -1% | -20% | 5%
42 | COc1ccc([N+](=O)[O-])cc1NC(=O)CSCc1cc(C)cc(C)c1 | -14% | -13% | -9% | -8%[60.1 µM] | -33% | 0% | -4% | ? | -4%

5 entries from above, arranged by their value in G9a block, largest number first.
| entry | SMILES | G9a block |
| --- | --- | --- |
| 3 | O=C1NCCCC1C(=O)N1CCCCC1 (stereo unspecified) | 14% |
| 39 | Cc1ccc(CNC(=O)COc2ccc(S(=O)(=O)N3CCOCC3)cc2)cc1 | 1% |
| 12 | COc1cc(NC(=O)COC(=O)CCOc2ccc(C)cc2)cc(OC)c1 | -1% |
| 13 | CC(NS(=O)(=O)c1ccc(Br)s1)c1ccccc1 (stereo unspecified) | -7% |
| 42 | COc1ccc([N+](=O)[O-])cc1NC(=O)CSCc1cc(C)cc(C)c1 | -14% |

Compound activity from PubChem BioAssay.
